Screening results deposited in PubChem BioAssay by several laboratories.
Wnt act: Wnt/beta-catenin pathway activation; 300,000 tested, 1.2% active; activation, % at 9.35 µM; Wnt/beta-catenin reporter cell assay, activator, plate reader; in the data active = activation above about 30%, passing the limit was not always enough; inconclusive = no clear call, values can overlap the other calls;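 note: 0% = neutral control wells and 100% = positive control wells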
SR-BI HDL uptake: blocks mouse SR-BI lipid uptake from DiI-HDL; Q61009; ldlA[mSR-BI] CHO cells, DiI-HDL uptake fluorescence, 3 h; inhibition, % at 12.5 µM; 320,000 tested, 0.96% active;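 active = mean replicate inhibition of at least 70% and a set share of replicates each scoring 70 or more; inconclusive = meets just one of the two criteria; inactive = fails both criteria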;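 note: 0% = median of neutral control wells and 100% = median of positive control wells; values of inactives mirror those of a sister screen read the other way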
Target sequence (Q61009 whole entry, looked up): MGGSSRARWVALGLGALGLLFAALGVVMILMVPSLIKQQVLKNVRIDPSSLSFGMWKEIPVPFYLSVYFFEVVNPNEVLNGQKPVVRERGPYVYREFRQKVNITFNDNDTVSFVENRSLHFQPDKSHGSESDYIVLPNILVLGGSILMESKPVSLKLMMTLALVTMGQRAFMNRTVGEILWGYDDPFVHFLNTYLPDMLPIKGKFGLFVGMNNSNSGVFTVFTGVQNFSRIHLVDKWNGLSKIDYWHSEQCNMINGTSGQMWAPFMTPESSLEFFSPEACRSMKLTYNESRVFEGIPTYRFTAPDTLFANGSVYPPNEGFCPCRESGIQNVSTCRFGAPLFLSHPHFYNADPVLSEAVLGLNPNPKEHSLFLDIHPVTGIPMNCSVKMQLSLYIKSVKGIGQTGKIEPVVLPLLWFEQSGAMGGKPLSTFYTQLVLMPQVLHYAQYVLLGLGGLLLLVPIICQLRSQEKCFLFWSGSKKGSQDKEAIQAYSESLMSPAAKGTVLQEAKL
Rtt109 HAT inh: C. albicans Rtt109 histone acetyltransferase inhibition | Q5AAJ8 | purified Rtt109/Vps75, ThioGlo CoA-SH fluorescence, 4 h | inhibition, % at 34.9 µM | 330,000 tested, 0.16% active | AID 540336;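 active = inhibition of at least 50% in every replicate; inconclusive = best replicate reaches 50% inhibition but some replicates fall short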
Target sequence (Q5AAJ8 whole entry, looked up): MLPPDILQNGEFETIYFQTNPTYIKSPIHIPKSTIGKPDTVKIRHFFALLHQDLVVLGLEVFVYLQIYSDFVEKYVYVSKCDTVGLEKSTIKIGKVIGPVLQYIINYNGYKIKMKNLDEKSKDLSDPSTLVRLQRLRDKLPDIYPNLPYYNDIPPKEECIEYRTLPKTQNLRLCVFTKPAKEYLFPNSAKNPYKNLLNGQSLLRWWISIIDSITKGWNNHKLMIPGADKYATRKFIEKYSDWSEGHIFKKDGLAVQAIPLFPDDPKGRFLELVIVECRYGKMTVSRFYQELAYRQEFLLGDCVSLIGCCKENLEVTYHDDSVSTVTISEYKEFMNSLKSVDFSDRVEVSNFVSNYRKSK
PvdQ acylase: P. aeruginosa PvdQ acylase inhibition. purified PvdQ acylase, fluorescence plate reader. inhibition, % at 10 µM. 340,000 tested, 0.063% active. AID 488965; in the data active = inhibition above about 30%, passing the limit was not always enough; inconclusive = no clear call, values can overlap the other calls;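 note: 0% = vehicle neutral wells and 100% = reference inhibitor wells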
RTF Ca sens act: cardiac RTF calcium sensitization | activation, % at 7.2 µM | AID 493008 | P19429+P45379 | 340,000 tested, 0.24% active | IANBD-labeled TnC RTF fluorescence at EC20 calcium; 0% EC20 calcium, 100% full calcium;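 active = activation above the mean over all tested compounds plus 3 SD, cut at about 30% in these data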;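 note: rise in fluorescence read as greater calcium sensitivity of cardiac thin filaments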
SR-BI uptake up: enhances SR-BI lipid uptake from DiI-HDL; CHO ldlA[mSR-BI] cells, DiI-HDL uptake fluorescence, 3 h; 100 = double the neutral-control signal; activation, % at 12.5 µM; 320,000 tested, 0.096% active; AID 504775;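 active = mean replicate activation of at least 60% and every replicate at or above 60%; inconclusive = mean or all-replicate condition met, but not both; inactive = mean below 60% and not all replicates reaching 60%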;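 note: 0% = median plate neutral-control signal and 100% = twice that signal; values of inactives mirror those of a sister screen read the other way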
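Material – SR-BI-overexpressing, LDLR-lacking CHO cells · Medium – BSA-supplemented, HEPES-buffered Ham's F12, pH 7.4 · Doses – single concentration · Times – compound with DiI-HDL co-incubation, 3 h at 37 °C · Measured by – bottom-read fluorescence, 550/595 nm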
CDK5 p35 inh: blocks human CDK5/p35 kinase activity | Q00535+Q15078 | Recombinant CDK5/p35, ADP-Glo luminescence, 60 min | inhibition, % at 10 µM | 330,000 tested, 0.01% active;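 active = highest replicate inhibition of at least 50% and at least 75% of replicates reaching 50%; inconclusive = only one of the two criteria met; inactive = both criteria failed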;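 note: plate controls were DMSO neutral control for no effect and GW8510 at 10 µM for full effect; many of its hits are not listed in these tables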
HTR5A ag: activates human HTR5A in OPRM1-OPRD1 agonist counter-screen. HTR5A agonist assay, luminescence, cell-based. activation, % at 9.3 µM. 340,000 tested, 0.61% active. AID 504692; in the data active = activation mostly above about 9.5%, no sharp cut-off; inactive = mostly below about 7.6%;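 note: 0% = cells with vehicle only and 100% = reference agonist; strong numbers were not always called active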
dFosB act: activators of mouse delta FosB homodimer. P13346. purified delta FosB, TAMRA-CDK5 oligo fluorescence polarization; percent of positive-control signal above neutral wells. activation, % at 25 µM. 340,000 tested, 0.99% active;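 active = mean activation above about 17%, with every replicate also reaching it, limit read from the data, passing the limit was not always enough; inconclusive = only one of the two conditions met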;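 note: fluorescence polarization rise as delta FosB binds a TAMRA Cdk5 AP-1 oligo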
MITF TRPM1 HTS: activators of MITF-driven TRPM1 promoter activity in SK-MEL-5 cells | SK-MEL-5 TRPM1-promoter luciferase, 24 h; % of positive control, neutral wells = 0 | activation, % at 12.5 µM | 300,000 tested, 0.75% active | AID 588334;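 active = mean activation of at least 80% with every replicate also reaching 80%; inconclusive = mean reaches 80% but some replicate falls short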;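 note: 0% = neutral control wells and 100% = parthenolide positive control wells; values of inactives mirror those of a sister screen read the other way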
Active calls of the source: *; i = inactive; ? = inconclusive; . = no result given.

The line under a structure holds: Wnt act, SR-BI HDL uptake, Rtt109 HAT inh, PvdQ acylase, RTF Ca sens act, SR-BI uptake up, CDK5 p35 inh, HTR5A ag, dFosB act, MITF TRPM1 HTS
C[C@@H]1NS(=O)(=O)[C@H]2C[C@@H]3C=C[C@]2(O3)[C@H]1OC(=O)c1ccccc1Br
 : 1, -24, -5, -1, 4, 24, -0.1, 0, -8, 4
COc1ccc(-n2c(N)cc(=O)nc2SCC(=O)NC2CCCCC2)cc1
 : -1, 27, 0, -5, 2, -27, -0.8, 1, 1, 13
CCOc1ccc(N(CC(=O)NCc2ccc(F)cc2)C(=O)c2ccco2)cc1
 : 8, -5, 2, 5, 3, 5, -1.5, 4, -7, 5
CC(Oc1ccc2ccc(=O)oc2c1)C(=O)NCCN1CCOCC1 (stereo not given)
 : 3, 3, -2, 8, 4, -3, ., 0, -2, 13
O=C(N/N=C/c1ccccc1Br)c1cccc(S(=O)(=O)N2CCOCC2)c1
 : 5, 80*, 6, -12, 0, -79, -8.7, 5, -7, -1
Cc1cccc(NC(=O)CSc2nsc(SCC(=O)Nc3cccc(C)c3)c2C#N)c1
 : 9, 34, -3, -15, -3, -34, -0.9, -5, 4, 15
CSc1cccc(NC(=O)c2sc3nc4n(c(=O)c3c2C)CCC4)c1
 : 18, 18, 9, -7, -12, -18, ., 4, -5, ?
COc1ccc(/C=N/Nc2nncc3ccccc23)c(OC)c1
 : ., 76*, 3, -8, 3, -76, -1.0, 2, -2, 80
CCOc1c2ccc(C(=O)NCc3ccc(C(F)(F)F)cc3C(F)(F)F)cc2nn1C
 : -5, -1, -5, -13, 0, 1, -2.0, 3, -12, 11
CCOc1ccc(NS(=O)(=O)c2ccc(OCC)c3ncccc23)cc1
 : ., -4, 10, 3, -2, 4, -0.9, 10, -9, -10

6 neighbouring entries from above, quoted:
The line under a structure holds: Wnt act, SR-BI HDL uptake, Rtt109 HAT inh, PvdQ acylase, RTF Ca sens act, SR-BI uptake up, CDK5 p35 inh, HTR5A ag, dFosB act, MITF TRPM1 HTS
C[C@@H]1NS(=O)(=O)[C@H]2C[C@@H]3C=C[C@]2(O3)[C@H]1OC(=O)c1ccccc1Br
 : 1, -24, -5, -1, 4, 24, -0.1, 0, -8, 4
COc1ccc(-n2c(N)cc(=O)nc2SCC(=O)NC2CCCCC2)cc1
 : -1, 27, 0, -5, 2, -27, -0.8, 1, 1, 13
CCOc1ccc(N(CC(=O)NCc2ccc(F)cc2)C(=O)c2ccco2)cc1
 : 8, -5, 2, 5, 3, 5, -1.5, 4, -7, 5
CC(Oc1ccc2ccc(=O)oc2c1)C(=O)NCCN1CCOCC1 (stereo not given)
 : 3, 3, -2, 8, 4, -3, ., 0, -2, 13
O=C(N/N=C/c1ccccc1Br)c1cccc(S(=O)(=O)N2CCOCC2)c1
 : 5, 80*, 6, -12, 0, -79, -8.7, 5, -7, -1
Cc1cccc(NC(=O)CSc2nsc(SCC(=O)Nc3cccc(C)c3)c2C#N)c1
 : 9, 34, -3, -15, -3, -34, -0.9, -5, 4, 15

(listing goes on)
The line under a structure holds: Wnt act, SR-BI HDL uptake, Rtt109 HAT inh, PvdQ acylase, RTF Ca sens act, SR-BI uptake up, CDK5 p35 inh, HTR5A ag, dFosB act, MITF TRPM1 HTS
COCC1CCCCN1C(=O)c1ccc(OC2CCN(CCc3ccccc3)CC2)cc1 (stereo not given)
 : -1, 10, -1, -3, -3, -10, 0.4, -2, 0, 1
O=C(Cn1ccc2ccccc2c1=O)NCC1COc2ccccc2O1 (stereo not given)
 : -7, -9, 0, -11, 7, 9, 1.0, 1, 1, -5
CCOc1cc(CNc2ccccc2)cc(Br)c1OCC(=O)NC(C)(C)C
 : ., -5, ., -1, 5, 5, 1.5, -1, -9, -4
CC(C(=O)Nc1ccc(Cl)cc1Cl)N1C(=O)NC2(CCCC2)C1=O (stereo not given)
 : -1, ., -6, 0, -4, ., -0.3, 2, 1, -5
Cc1ccc2nc(NC(=O)c3cc(-c4ccco4)nc4ccccc34)sc2c1
 : ., 45, -3, 3, 10, -45, -0.1, 2, ?, 4
COc1ccc(S(=O)(=O)N2CCCCCC2)cc1C(=O)N(C)CC(=O)Nc1ccccc1Cl
 : -2, 30, -6, 2, 4, -30, 2.2, -7, -11, 4
CC1=NN(C(=O)c2ccoc2C)C(O)(C(F)(F)F)C1 (stereo not given)
 : 3, 15, 4, -5, -5, -15, -0.1, -4, -1, -12
CC(=O)c1c(C)[nH]c(C(=O)/C(C#N)=C/c2cccc(C)c2)c1C
 : -3, 6, 8, 1, -3, -6, -0.5, -5, -13, -2
CCN1CCN(S(=O)(=O)c2ccc(-c3cc(C)no3)s2)CC1
 : 1, 1, -6, -11, 1, -1, -2.8, 2, 0, 21
CC[C@H](C)[C@H](NC(N)=O)C(=O)NNC(=O)c1ccc(COc2cccc3cccnc23)cc1
 : 1, ., 4, -3, 0, ., -1.6, 3, -7, 8
COC(=O)C1=C(C)N(Cc2ccccc2)C(=O)/C1=C\c1ccco1
 : 2, -10, 2, -3, -9, 10, -1.7, -6, -10, .
CCCCCC(=O)Nc1nc(C)c(-c2csc(Nc3cc(Cl)ccc3C)n2)s1
 : -8, 79*, -4, 3, 2, -79, 0.4, 14, -2, -11
COc1ccc(S(=O)(=O)NCC(c2cccnc2)N2CCN(Cc3ccccc3)CC2)cc1C (stereo not given)
 : 0, 5, 13, -20, 1, -5, -0.8, 0, -4, -2
CC(CN1CCCC1)OC(=O)Cc1ccc(Cl)cc1 (stereo not given)
 : -1, -6, 0, 7, -3, 6, 1.4, -1, 4, .
CCOc1ccc(NC(=O)c2cccc3c2C(=O)N(Cc2cccnc2)C3)cc1
 : ., 26, -8, 11, 1, -26, 0.2, -1, -8, 48
CN(CCO)c1cc(N(C)CCO)c([N+](=O)[O-])cc1[N+](=O)[O-]
 : 1, 0, 6, 13, -5, 0, 2.7, 12*, 4, 0
O=C(NCC(=O)N1CCN(c2ccccc2O)CC1)c1ccc(Br)o1
 : 3, -15, 6, 6, -6, 15, 0.5, 1, -4, 7
Brc1c(CSc2nncn2-c2ccccc2)nc2ncccn12
 : -9, -5, 1, 6, -16, 5, -0.8, 1, 1, -6
C/C(=N/NC(=O)c1cc(-c2cccc([N+](=O)[O-])c2)n[nH]1)c1ccc(Cl)cc1
 : ., -6, -7, -5, -3, 6, -0.8, 0, -2, -10
O=C(CN1CCOCC1)Nc1nc2ccc(Br)cc2s1
 : ., -9, ., -9, -3, 9, 1.9, 2, 2, .
O=C(COC(=O)c1cccnc1Nc1ccccc1F)NCc1ccc2c(c1)OCO2
 : ., 17, -11, -4, -2, -17, 1.2, 8, 55*, 4
O=C(NC(=S)Nc1cc(Cl)ccc1O)c1cccc(Br)c1
 : 7, ., 1, -17, -4, ., 1.1, -6, 8, 13
COCCn1c(C)cc(C2=NNC(=Nc3ccc(OC)cc3)SC2)c1C
 : ., 5, -2, -7, 2, -5, 0.1, 9, -7, -6
NNC(=O)COc1ccc(C(F)(F)F)cc1
 : -8, 2, 2, -21, -7, -2, 1.4, -3, -3, -2
CSC1=NCCN1C(=O)Cc1ccc(F)cc1
 : 0, ., -2, 10, 4, ., 2.1, 6, -3, 4
CCOC(=O)CSc1nnc(C)c(C)n1
 : 2, 0, 7, 7, 0, 0, -0.2, 0, -9, -5
COc1cccc(NC(=O)N2CCCC(C(=O)NCc3ccc(F)cc3)C2)c1 (stereo not given)
 : ., -2, 5, -8, 1, 2, 0.0, 9, 3, -1
O=c1cc(-c2ccccc2)nc2nc(-c3ccco3)[nH]n12
 : 0, -19, 3, -6, -12, 19, -4.8, 2, -6, -16
CC(C)C(=O)NC(=O)COC(=O)/C=C/c1cccs1
 : 3, 5, -1, -5, 2, -5, -2.7, 0, -1, -8
Cc1onc(-c2ccccc2)c1-c1nc2ccccc2c(=O)o1
 : ., -14, -7, -7, -6, 14, 0.5, 2, -12, -17
COc1cccc(-c2nc(CS(=O)CC(=O)NC3CC3)c(C)o2)c1 (stereo not given)
 : 0, 6, 1, 3, 12, -6, 0.4, 4, -9, -9
Cc1ccc(C2=NN(C(=O)CCCC(=O)O)C(c3ccc4c(c3)OCO4)C2)cc1 (stereo not given)
 : 2, -11, -5, -12, -1, 11, 0.5, 4, -2, -1
COc1ccc(CCNC(=O)CCn2c(=O)c3ccccc3n(CC(=O)NCC3CCCO3)c2=O)cc1OC (stereo not given)
 : 0, ., 1, -2, -5, ., -4.2, 1, -6, -3
CN(C)/C(CN1CCN(C=O)CC1)=C1\N=C(c2ccccc2)OC1=O
 : -5, 0, -5, -5, -1, 0, -1.9, 2, -2, -8
COc1ccccc1-c1nnc(NC(=O)CCS(=O)(=O)c2ccccc2)o1
 : 1, -24, -6, -17, -3, 24, -0.7, -1, -2, -40
N#Cc1cc2cc3c(cc2nc1SCC(=O)N1CCCC1)OCCO3
 : ., ., 1, 5, -3, ., -2.7, 0, -9, 87*
COc1ccc(NC(=O)CN2C(=O)CSc3ccc(S(=O)(=O)N4CCCC4)cc32)cc1OC
 : 0, -1, 3, -11, 0, 1, ., 0, -3, 2
CCOC(=O)CNc1c(-c2ccc(F)cc2)nc2cnccn12
 : ., -4, i, -20, -2, ., -0.3, -3, 1, 8
O=C(O)CCN1C(=O)c2ccc(NC(=O)C(c3ccccc3)c3ccccc3)cc2C1=O
 : 1, -14, 4, -9, -2, 14, 0.7, -3, 1, 2
CC(=O)Nc1ccc(NS(=O)(=O)C(F)(F)F)cc1
 : -3, -26, 13, -11, -2, 26, -2.7, 2, 4, 4
Cc1ccc(NC(=O)[C@@H]2CCCN2S(=O)(=O)c2ccc(Cl)cc2)cc1
 : -4, -2, 5, -4, -8, 2, -0.8, 1, -9, 10
